Screening results (PubChem)
AMA1 RON2 block: AMA1-RON2 (P. falciparum) interaction inhibition; AlphaScreen AMA1-biotinylated RON2 peptide binding; Potency, µM (titrated, usually from 58.2 µM), inactives show at the highest dose activity change, negative = inhibition, most hits filed as inhibitors; actives 0.2% (n = 360,000); active = well fitted inhibition curve with a large enough effect; inconclusive = small, poorly fitted or top-dose-only effect; inactive = no such curve, though single readings can be large or run the other way;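 note: potency is the fitted concentration of half-maximal effect; 0% = vehicle wells and -100% = peptide control; nearly all actives have a fitted effect of over 45% in size; some results filed as inactive show a strong effect at the top dose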
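AMA1 (3D7) with his tag at 25 nM final met compounds first, then biotinylated RON2 peptide at 25 nM; detection used donor plus acceptor beads, 10 µg/mL apiece, read by AlphaScreen after 30 min at room temperature.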
HCMV antiviral: human cytomegalovirus inhibition; activity change, negative = inhibition, % at 57.5 µM; actives 4.5% (n = 410,000); HFF cells, HCMV-luciferase reporter, 72 h; active compounds read low; in the data active = activity change below about -60%; inconclusive = no clear call, values can overlap the other calls; inactive = above about -39%
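Inhibition of viral replication was scored as loss of reporter luminescence in HFFs infected with HCMV-luciferase (MOI 1 PFU/cell) for 72 h; compounds tested at 2 doses, normalized to buffer and Salinomycin controls.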
Active calls of the source: *; ? = inconclusive; [ ] = dose if it differs, or a comment. Unless noted, % is set by controls: 0 for no effect and ±100 for the full control effect. Only part of the results is shown, so the mix of outcomes need not match the whole.

Sequence of screens – AMA1 RON2 block | HCMV antiviral
C[C@H]1CN([C@@H](C)CO)C(=O)CCCn2nncc2CO[C@H]1CN(C)C(=O)Cc1ccccc1
→ -4.2% | 1.5
C#Cc1ccc(NC(=O)C2(C)CCN2C(=O)Cc2ccc(C(C)C)cc2)cc1 (stereo unspecified)
→ 1.0% | -81.5*
O=C1OCCOC2CCCc3oc(-c4ccccc4)c1c32 (stereo unspecified)
→ -7.6% | 10.1
CSC[C@H]1CN(Cc2ccccc2)C(=O)[C@@H]1CC(=O)Nc1ccccc1
→ -7.3% | 1.3
CCOC(=O)C1(C)CCN1C(=O)c1cc(-c2ccc(Cl)cc2)oc1C (stereo unspecified)
→ -18.6% | -6.2
COc1ccc(N(CC(=O)Nc2ccc(S(=O)(=O)N3CCOCC3)cc2)S(C)(=O)=O)cc1OC
→ -11.5% | -3.2
O=C(NCc1ccc(Cl)cc1Cl)Nc1nc([C@@H]2O[C@H](CO)[C@@H](O)[C@H](O)[C@H]2O)cs1
→ -6.3% | -25.3
COc1ccc(C(=O)N2CCOC2CNC(=O)C(=O)NCc2ccccn2)cc1 (stereo unspecified)
→ 121.3%[activator] | -17.3
CCCCC1(CC(=O)OCC)SCCN1C(N)=O (stereo unspecified)
→ 0.0% | -34.2
COc1ccc(C(=O)C2CCCN(C(=O)Cn3nc(C)nc3C)C2)cc1F (stereo unspecified)
→ -8.8% | 6.9
COc1cc(/C=C/CNC[C@H]2O[C@@H](n3ccc(N)nc3=O)[C@H](O)[C@@H]2O)ccc1O
→ 22.5% | -2.4
O=C(NC1CCCCC1)c1ccc2ccccc2c1O
→ -6.3% | ?
O=C1c2ccccc2-c2ccccc2NC1O (stereo unspecified)
→ -1.3% | -29.9
COc1cccc(S(=O)(=O)N(C)C[C@H]2OCc3cn(nn3)CCCC(=O)N([C@H](C)CO)C[C@@H]2C)c1
→ 7.8% | 10.1
CC(C)(C)C(=O)N1Cc2cc(-c3ccccc3)ccc2-n2nncc2C1
→ 10.1% | 31.6
Cc1ccc(N(CC(=O)N2CCCCCC2)S(C)(=O)=O)c(C)c1
→ 13.5% | 6.5
COc1ccc(C2=Nc3ccccc3NC(=O)C2N(CCc2cc(OC)cc(OC)c2)C(C)=O)cc1 (stereo unspecified)
→ 19.0% | 36.8
C[C@@H]1CN([C@@H](C)CO)C(=O)CCCn2nncc2CO[C@H]1CN(C)S(=O)(=O)c1ccc(F)cc1
→ 4.8% | -0.4
CC(C)C[C@H]1COc2cc(N3CC[C@@H](O)C3)ccc2S(=O)(=O)N1
→ 2.7% | -26.7
CC(=O)NC(c1ccccc1)c1nc(-c2cccc(C#N)c2)cs1 (stereo unspecified)
→ 5.0% | 15.9
O=C1NC(=O)C(=CC=Cc2ccccc2)S1
→ -8.2% | 30.9
COc1ccc(C(c2nnnn2-c2c(C)cccc2C)N2CCC3(CC2)C(=O)NCN3c2ccccc2)cc1 (stereo unspecified)
→ -17.4% | -23.8
Nc1[nH]c(C(=O)c2ccccc2)c(-c2cccnc2)c1C(=O)NC1CCCCC1
→ 0.1% | 7.0
Cc1cc2nc(NC(=O)C3(C)CCN(C)C3)[nH]c2cc1C (stereo unspecified)
→ 29.3% | 112.0
Cc1ccccc1-n1nc2c(c1NC(=O)C1CC1)CS(=O)(=O)C2
→ -5.5% | -10.9
CC1CCCN(CC(=O)Nc2ccc(S(=O)(=O)N3C(C)CCCC3C)cc2)C1 (stereo unspecified)
→ 7.0% | 52.2
CCc1nc2c(OCC(=O)C(C)(C)C)cccn2c1N(C)C(=O)c1ccc(C)cc1
→ 4.5% | 13.5
OC(c1ccccc1)(c1nc(-c2ccc(F)c(Cl)c2)cs1)C(F)(F)F (stereo unspecified)
→ 27.9% | -29.4
Cc1ccc(NC(=O)c2nc[nH]c2C(=O)Nc2ccccc2F)cc1
→ 120.6%[activator] | -22.5
C[C@@H]1CN([C@@H](C)CO)C(=O)CCCn2nncc2CO[C@H]1CN(C)C(=O)Oc1cccc2ccccc12
→ 2.4% | 8.8
Cc1cc2nc(-c3ccc(F)cc3)c(Cc3ccsc3)n2c(C)c1Br
→ -3.2% | 32.3
COc1ccc(C(O)c2nc(-c3cccc(CO)c3)cs2)cc1 (stereo unspecified)
→ -1.9% | -2.0
COc1cc(CNc2ncnc3c2ncn3[C@H]2CN(CCN3CCOCC3)C[C@@H](CO)O2)cc(OC)c1OC
→ 11.4% | 63.4
Cc1cc(Br)cn2c(Cc3ccsc3)c(C(C)(C)C)nc12
→ -12.1% | 1.5
COC(=O)[C@H](CC(C)C)NS(=O)(=O)c1ccc(F)cc1Br
→ 2.5% | -4.6
c1ccc(-c2ccc3nncn3c2)cc1
→ -13.5% | 34.4
COc1ccc(C2=Nc3ccccc3N(C(=O)c3ccc4c(c3)OCO4)C2C(=O)NCc2ccccc2)cc1 (stereo unspecified)
→ 2.9% | -71.5*
CCCCn1nnnc1C1(C)CCC(=O)N1CCc1ccccc1F (stereo unspecified)
→ 4.5% | -6.9
COC(=O)[C@@]12C[C@@H](CC(=O)NCc3ccc(C)o3)C(=O)N(CCc3ccc(OC)c(OC)c3)C1=CCC(C)(C)C2
→ 8.6% | 4.8
Cc1cc(C(=O)N2CCC2(C)C(=O)NS(=O)(=O)c2cccc(Cl)c2)nn1C (stereo unspecified)
→ -14.1% | 17.8
CCc1nc2c(OCc3ccc(OC(F)F)cc3)cccn2c1N(C)C(=O)c1cccs1
→ -4.9% | -23.4
Cc1ccccc1C(=O)OCC(=O)N1CC(=O)Nc2ccccc21
→ 3.1% | -24.1
Cc1ccc(NC(=O)C2(C)CCCN(C(C)C)C2)cc1C (stereo unspecified)
→ -0.6% | 18.8
O=C(O)Cc1ccc(NS(=O)(=O)c2ccc3c(c2)OCCO3)cc1
→ -8.1% | -30.0
CC1(C(=O)NS(=O)(=O)c2ccc(C#N)cc2)CCN1C(=O)c1ccc(C2CCCCC2)cc1 (stereo unspecified)
→ -5.1% | 0.2
COCCNC(=O)C1(C)CCCN(Cc2csc3ccccc23)C1 (stereo unspecified)
→ 3.7% | -2.4
CCC(C)[C@H]1CNC(=O)C(=O)N1CCc1cccc2ccccc12 (stereo partly specified)
→ -14.6% | 4.1
COc1ccc(-c2cc(NC=O)c3ncc(-c4cccc(C(=O)NCCN(C)C)c4)n3c2)c(OC)c1
→ -21.5% | -17.7
CCOC(=O)[C@]12Cc3cc(C)ccc3[C@H]1N(C(C)C)C(=O)c1ccccc12
→ 21.8% | -97.9*
Cc1cnc(CNC(=O)c2ccc3sc([C@@H]4O[C@H](CO)[C@H](O)[C@H](O)[C@H]4O)nc3c2)cn1
→ 35.4%[activator] | 54.2

New compounds follow.
Sequence of screens – AMA1 RON2 block | HCMV antiviral
CC1(C(=O)NS(=O)(=O)c2ccc(Cl)cc2)CCN1C(=O)Cc1ccsc1 (stereo unspecified)
→ -7.8% | -13.6
O=C1NCN(c2ccccc2)C12CCN(C(CCc1ccccc1)c1nnnn1C1CCCCC1)CC2 (stereo unspecified)
→ -12.5% | 22.1
CC(C)C[C@H]1CN([C@@H](Cc2ccccc2)CN2CCCC2CN2C(=S)NC[C@@H]2Cc2ccccc2)C(=S)N1CC1CCCCC1 (stereo partly specified)
→ 8.4% | -25.7
CCCCCC(=O)N1C[C@H](O)[C@@H](n2cc(-c3ccc(F)cc3)nn2)C[C@@H]1c1ccc(C)cc1
→ -3.9% | 1.2
CCn1cc(/C=C(\NC(=O)c2ccccc2)C(=O)NCCN2CCOCC2)c2ccccc21
→ -15.0% | -18.5
CC1(Cc2ccccc2OC(F)(F)F)C(=O)Nc2ccc(-c3ccsc3)cc21 (stereo unspecified)
→ -13.8% | -75.5*
CCCCN(C)c1c(C)nc2ccc(C(=O)NCCCn3ccnc3)cn12
→ 0.0% | -18.0
CC1(C(=O)Nc2cccc3c2CCCC3)CCN1C(=O)C1(c2ccccc2)CC1 (stereo unspecified)
→ -0.3% | -5.2
Cc1cccc(S(=O)(=O)NC(=O)C2(C)CCN2C(=O)c2ccccc2)c1 (stereo unspecified)
→ 1.4% | 36.3
O=C(O)C1C=CC(C(=O)O)c2ccccc21 (stereo unspecified)
→ -0.2% | -20.1
Cc1ccc(CN2CCC[C@]3(N[C@H](c4ccccc4)[C@@H]4C(=O)N(C)C(=O)[C@@H]43)C2=O)cc1
→ -1.7% | -3.4
CC1(C(=O)NS(=O)(=O)c2ccc(Cl)s2)CCN1C(=O)C1(c2ccc(Cl)cc2)CCC1 (stereo unspecified)
→ 0.1% | 2.1
CN1CCN(C(=O)c2ccc(-c3ccc(F)c(F)c3)c3ccoc23)CC1
→ -5.1% | -8.1
O=C1NC[C@@H](CCCCN2CCN(CCC3CCCCC3)C(=O)C2=O)N(CC2CCCCC2)C1=O
→ 4.7% | 4.1
COc1ccc(NC(=O)C2(C)Cc3c(-c4ccc5c(c4)OCO5)ccnc3O2)cc1OC (stereo unspecified)
→ -20.9% | -19.0
Cc1ccc(Cc2c(-c3ccccc3)nc3c(C)cc(Br)cn23)cc1
→ -13.8% | 15.9
CC(C)Oc1ccc(S(=O)(=O)N2CCOCC2)cc1NC(=O)c1ccc(Cl)c(S(=O)(=O)N2CCOCC2)c1
→ 0.0% | -6.8
C[C@H](CO)N1C[C@H](C)[C@H](CN(C)S(=O)(=O)c2ccc(F)cc2)OCc2cnnn2CCCC1=O
→ -3.1% | -7.4
COc1cccc(CN2CCN(C(=O)[C@H]3O[C@@H](n4cnc5c(N)ncnc54)[C@H](O)[C@@H]3O)CC2=O)c1
→ 7.3% | 9.5
Nc1ccn(CCCN2CCN(C(=O)C3CC3)CC2)c(=O)n1
→ 2.6% | 22.3

Part of the list above, as comma-separated lines.
SMILES,AMA1 RON2 block,HCMV antiviral
CC(C)Oc1ccc(S(=O)(=O)N2CCOCC2)cc1NC(=O)c1ccc(Cl)c(S(=O)(=O)N2CCOCC2)c1,0.0%,-6.8
COc1ccc(NC(=O)C2(C)Cc3c(-c4ccc5c(c4)OCO5)ccnc3O2)cc1OC (stereo unspecified),-20.9%,-19.0
Cc1ccc(Cc2c(-c3ccccc3)nc3c(C)cc(Br)cn23)cc1,-13.8%,15.9

Later entries
Sequence of screens – AMA1 RON2 block | HCMV antiviral
CCCc1nc2ccc(Cl)cn2c1Cc1ccc(C)cc1
→ -24.2% | 21.5
CC1CC(C)CN(S(=O)(=O)c2ccc(F)c(C(=O)NC3CCCCC3C)c2)C1 (stereo unspecified)
→ 4.5% | -1.7
Cc1noc(C)c1-c1ccc(C(=O)Nc2cccc(NS(C)(=O)=O)c2)c2occc12
→ -11.0% | -33.4
CCOC(=O)C1=CCN(S(=O)(=O)c2ccccc2Br)C1c1cccc(Cl)c1 (stereo unspecified)
→ -2.9% | ?
O=S1(=O)C[C@H](N2CCC[C@@H]2CO)[C@@H](COCc2ccccc2)N1
→ 5.2% | -0.1
OC[C@@H]1CN(Cc2ccc3c(c2)OCO3)C[C@H](n2cnc3c(NCc4ccc(F)cc4)ncnc32)O1
→ 1.6% | ?
O=C(Nc1ccc(Cl)cn1)c1cccc(S(=O)(=O)N2CCCCCC2)c1
→ -9.3% | -35.9
CC1(C(=O)Nc2ccc3c(c2)OCCO3)CCC(=O)N1CCc1c[nH]c2ccccc12 (stereo unspecified)
→ -2.6% | 56.1
CN(C)c1cccc(CNC(=O)c2ccc3nc([C@@H]4O[C@H](CO)[C@H](O)[C@H](O)[C@H]4O)[nH]c3c2)c1
→ -9.0% | -13.1
CC1(c2nnnn2Cc2ccccc2)CCC(=O)N1Cc1cccc(C(F)(F)F)c1 (stereo unspecified)
→ 2.8% | 4.4
CC1(C(=O)NS(=O)(=O)C2CC2)CCCN(C(=O)c2cc3ccccc3s2)C1 (stereo unspecified)
→ -0.6% | 16.5
Cc1cc(C)n2c(Nc3ccc4c(c3)OCCO4)c(C3CC3)nc2n1
→ -11.9% | 12.5
COc1cc(OC)c(N(C)S(=O)(=O)c2cccc(C(=O)NCc3cccs3)c2)cc1Cl
→ -7.5% | -17.8
CCN(CCn1cccn1)C(=O)c1ccc(OC2CCN(C(=O)CCOC)CC2)cc1
→ -17.3% | 2.6
CCCCNC(=S)N(CCCO)Cc1cc2cc3c(cc2[nH]c1=O)OCO3
→ -14.9% | 20.3
CC(=O)N1C[C@@H](CO)[C@@H](N(C)C(=O)C2CCCCC2)C[C@H]1c1ccccc1
→ 43.2%[activator] | 12.4
COc1ccccc1C(=O)Nc1ccnn1C1CCN(C2CCCCC2)CC1
→ 0.0% | 6.5
COc1cc(CCN=Cc2cc(Cl)cc(Cl)c2O)c([N+](=O)[O-])cc1OC
→ 96.2%[activator] | 41.0
Nn1c(SCC(=O)NC2CCCC2)nnc1C(F)(F)F
→ 6.0% | 23.4
C[C@@H]1CN([C@@H](C)CO)C(=O)c2cc(Br)cnc2O[C@H]1CN(C)C(=O)c1ccncc1
→ 10.9% | 21.7
O=C(COC(=O)CN1C(=O)c2ccccc2C1=O)Nc1ccccc1C(F)(F)F
→ 68.5%[activator] | -14.0
COc1ccc(C(C(=O)NC(C)(C)C)n2c(COc3ccc(C)cc3)nc3ccccc32)cc1 (stereo unspecified)
→ -14.3% | -19.1
COC(=O)[C@]12CCCCC=C1N(Cc1cccc3ccccc13)C(=O)[C@H](CC(=O)NCCc1ccccc1OC)C2
→ -12.7% | -12.4
CC(=O)c1ccc(-c2cnc3c(NC=O)cc(-c4ccc(C(=O)NC5CC5)cc4)cn23)cc1
→ 39.7%[activator] | ?
